# Screens deposited in PubChem BioAssay by National Center for Advancing Translational Sciences (NCATS).
# Vif-A3G inh: qHTS for Inhibitors of Vif-A3G Interactions: qHTS. DNA dC->dU-editing enzyme APOBEC-3G (Homo sapiens), Q9HC16. HeLa A3G-eYFP + Vif (tagged APOBEC3G with the HIV-1 protein that degrades it), YFP fluorescence, overnight. Potency, µM (titrated, usually from 46.1 µM), inactives show top-dose activity, negative = active, actives largely listed as inhibitors. 0.076% of 410,000 active. AID 602310, 2012;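 also: potency is read from the fitted curve at half-maximal effect; % is scaled to controls: 0 for no effect and ±100 for the full control effect; nearly all actives have a fitted effect of over 60% in size; hits raise eYFP signal because A3G escapes Vif-driven loss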
# Target sequence (Q9HC16 whole entry, looked up): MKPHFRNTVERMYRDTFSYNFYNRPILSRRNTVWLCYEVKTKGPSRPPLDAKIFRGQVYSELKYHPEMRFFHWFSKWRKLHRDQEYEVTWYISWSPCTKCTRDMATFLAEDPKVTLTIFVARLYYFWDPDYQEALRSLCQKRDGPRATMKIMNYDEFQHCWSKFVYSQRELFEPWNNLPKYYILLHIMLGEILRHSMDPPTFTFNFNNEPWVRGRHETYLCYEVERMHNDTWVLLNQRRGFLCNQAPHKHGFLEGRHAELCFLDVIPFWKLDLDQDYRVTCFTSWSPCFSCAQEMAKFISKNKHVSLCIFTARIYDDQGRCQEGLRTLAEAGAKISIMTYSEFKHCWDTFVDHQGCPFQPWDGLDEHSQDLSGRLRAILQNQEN
#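 HeLa cells stably expressing Vif and C-terminally eYFP-tagged A3G, seeded overnight at 37 deg C, then exposed to compound by pintool overnight at 37 deg C. Rise in yellow fluorescence (Ex 488/Em 500-530, Acumen) marks blocked Vif-driven A3G degradation.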
# RXFP1 antagonist: qHTS Assay for Antagonists of the Relaxin Receptor RXFP1 | 0.59% of 350,000 active | activity change, negative = inhibition, % at 57.5 µM | Relaxin receptor 1 (Homo sapiens), Q9HBX9 | AID 1259400, 2018 | HEK293-RXFP1, relaxin-stimulated cAMP HTRF, 30 min; active compounds read low;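 active = activity change of -60% or lower, but not beyond a set lower limit; inconclusive = change between -60% and -40%, or beyond the set limit; inactive = change above -40%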; also: % is scaled to controls: 0 for no effect and ±100 for the full control effect
# Glioma ERSR ind: qHTS for Inducers of the Endoplasmic Reticulum Stress Response (ERSR) in Human Glioma: qHTS | 0.02% of 420,000 active | Potency, µM, without a hit: at the top dose activation, hits mostly activators | AID 602332, 2012 | U87-MG GRP78 promoter luciferase reporter, 16 h; also: potency is read from the fitted curve at half-maximal effect; series mostly up to about 76 µM; % of control where 0% means no effect; nearly all actives have a fitted effect of over 35% in size
#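 ERSR induction read as luciferase luminescence (Bright-Glo, 10 min at room temperature) in stably transfected human U87-MG glioma cells exposed to compounds for 16 h, using GRP78 as sensor.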
# D2 potentiator: HTS Assay for Positive Allosteric Modulators of the Human D2 Dopamine Receptor: Primary Screen for Potentiators; D(2) dopamine receptor (Homo sapiens), P14416; HEK293 T-REx D2, calcium flux, EC20 dopamine potentiation; potentiation, % at 10 µM; 0.34% of 340,000 active; AID 485347, 2010;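 active = potentiation over 3 SD above the plate norm, cut at about 30% in these data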; also: 0% is about no effect
# Target sequence (P14416 whole entry, looked up): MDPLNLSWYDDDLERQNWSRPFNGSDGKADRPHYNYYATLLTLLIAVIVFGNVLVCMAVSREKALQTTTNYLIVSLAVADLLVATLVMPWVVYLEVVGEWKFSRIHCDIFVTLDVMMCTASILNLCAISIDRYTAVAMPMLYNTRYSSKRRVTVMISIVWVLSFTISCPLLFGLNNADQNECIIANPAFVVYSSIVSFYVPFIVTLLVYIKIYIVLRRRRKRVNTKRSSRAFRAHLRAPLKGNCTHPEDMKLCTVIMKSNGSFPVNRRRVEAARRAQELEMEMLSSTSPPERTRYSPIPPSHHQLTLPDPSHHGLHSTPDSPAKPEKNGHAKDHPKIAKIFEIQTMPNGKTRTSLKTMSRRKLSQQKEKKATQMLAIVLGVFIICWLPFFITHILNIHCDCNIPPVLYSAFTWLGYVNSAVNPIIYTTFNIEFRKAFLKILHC
#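 Calcium flux readout, no-wash dye, 1 read/s. Inducible HEK293 Trex D2 line, overnight 30 C. Compound alone 180 s (agonist flags), then EC20 dopamine, another 180 s to score potentiation.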
# D1 antag: Antagonist of Human D 1 Dopamine Receptor: qHTS. D(1A) dopamine receptor (Homo sapiens), P21728. HEK293 TREx D1 cells, calcium flux, dopamine EC80; active compounds read low. activity change, negative = inhibition, % at 10 µM. 3.2% of 360,000 active; in the data active = activity change below about -30%; also: % is scaled to controls: 0 for no effect and ±100 for the full control effect
#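 Tetracycline-induced HEK293 T-REx cells with force-coupled D1 receptor were loaded with a no-wash calcium dye. Compound was added after a 10 s baseline and read kinetically for 180 s; EC80 dopamine was then added and calcium flux followed another 180 s.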
# D1 PAM: Potentiators of Human D1 Dopamine Receptor: qHTS | AID 504651, 2011 | potentiation, % at 10 µM | D(1A) dopamine receptor (Homo sapiens), P21728 | HEK293 TREx D1 cells, calcium flux, dopamine EC20 potentiation | 0.036% of 360,000 active; in the data active = potentiation above about 30%; also: 0% is about no effect
# D1 ag: Allosteric Agonists of the Human D1 Dopamine Receptor: qHTS; D(1A) dopamine receptor (Homo sapiens), P21728; activation, % at 2 µM; 1% of 360,000 active; HEK293 T-REx D1 cells, calcium flux, agonist mode; in the data active = activation above about 30%; also: 0% is about no effect
#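 Inducible HEK293 T-REx D1 cells, force-coupled to calcium signalling, were plated at 4000 cells/well with tetracycline and held overnight at 30 C. After no-wash calcium dye loading, compound-evoked calcium rise over 180 s flagged agonists.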
# RXFP1 ag: qHTS Assay for Agonists of the Relaxin Receptor RXFP1; Relaxin receptor 1 (Homo sapiens), Q9HBX9; HEK293T-RXFP1 cAMP TR-FRET, 30 min; response scale: percent of porcine relaxin response, buffer zero; Potency, µM (series often up to 57.5 µM), without a hit: top-dose activation, usual class: activators; 0.3% of 370,000 active; AID 2676, 2010; also: potency is read from the fitted curve at half-maximal effect; % is scaled to controls: 0 for no effect and ±100 for the full control effect; nearly all actives have a fitted effect of over 60% in size; many of its hits are not listed in these tables
#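 Agonist response is measured as cAMP accumulation in an RXFP1-transfected HEK293T line under PDE4 inhibition. Values are scaled between buffer-only and 29 nM porcine relaxin, and EC50s come from standard Hill equation fits.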
# Vif-APOBEC3F blk: qHTS for Inhibitors of Vif-A3F Interactions: qHTS. AID 602313, 2012. Potency, µM (titrated, usually from 46.1 µM), for the others: top-dose activity, negative = active. HeLa A3F-eYFP + Vif (tagged APOBEC3F with the HIV-1 protein that degrades it), YFP fluorescence increase. 0.2% of 390,000 active; also: potency is read from the fitted curve at half-maximal effect; % of control where 0% means no effect; nearly all actives have a fitted effect of over 65% in size
#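 HeLa cells stably expressing Vif plus C-terminally eYFP-tagged A3F were seeded, incubated overnight at 37 deg C, dosed with compound, incubated overnight again at 37 deg C. Yellow fluorescence (Ex 488/Em 500-530) reported blocked Vif-mediated A3F-eYFP degradation.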
# Starred values were filed as active, the others as inactive; ? = inconclusive; nt = no result given. Unless noted, calls follow the shape of the dose curve; as a rule, active = well fitted curve in the direction sought with a large enough effect; inconclusive = small, poorly fitted or top-dose-only effect, or another doubt; inactive = no such curve, though single readings can be large; an effect the other way counts as inactive or inconclusive. These rows are one share of the data; count on the stated rates, not on these rows.
SMILES	Vif-A3G inh	RXFP1 antagonist	Glioma ERSR ind	D2 potentiator	D1 antag	D1 PAM	D1 ag	RXFP1 ag	Vif-APOBEC3F blk
O=C(NCCC1CC1(Cl)Cl)c1ccc([N+](=O)[O-])cc1 (centres undefined)	1%	5	8%	-4	-18	2	4	0.8%	-4%
CCC(C)NC(=O)[C@H](CSCc1ccccc1)N1Cc2ccccc2C1=O (some centres undefined)	-3%	nt	-2%	3	15	-1	0	0.6%	3%
CCOC(=O)C1=C(CC)Nc2ccccc2N=C1NC(=O)c1cccc(S(=O)(=O)N2CCOCC2)c1	1%	5	-3%	1	0	-1	0	2.8%	0%
Cc1cc(NC(=O)CSc2nc3cc(C)c(C)cc3cc2C)no1	-3%	-21	-4%	23	9	-4	3	29%	-16%
Cc1nn(-c2ccc(F)cc2)c(N)c1C1(O)C(=O)Nc2ccccc21 (centres undefined)	1%	4	-3%	0	-10	-3	5	1.1%	2%
Cc1cccc(C(=O)Nc2scc(CC(C)C)c2C(=O)O)c1	-1%	-15	15%	-3	-9	-3	1	1.5%	3%
O=C(Nc1ccccc1)N1CCC(c2ccccc2)C1 (centres undefined)	-7%	-6	3%	6	-7	-10	3	-0.2%	1%
Cc1cc(Cl)ccc1C(=O)C1CCCN(C(=O)c2cscn2)C1 (centres undefined)	4%	1	-2%	-5	-2	-1	0	3.1%	-2%
CC(OC(=O)Cc1n[nH]c(=O)c2ccccc12)C(=O)N(C)c1ccccc1 (centres undefined)	0%	2	-4%	nt	nt	nt	nt	nt	-9%
O=S(=O)(c1ccc(F)c(F)c1F)N1CCN(C(=S)NC2CC3CCC2C3)CC1 (centres undefined)	1%	-3	-4%	12	-30*	-9	4	0.4%	-2%
COc1cccc(C(=O)Nc2nnc(-c3ccccc3)s2)c1OC	-3%	-3	-4%	0	-16	-8	4	0.0%	-1%
COc1cc(/C=C/c2ccc3cccc([N+](=O)[O-])c3n2)ccc1OCC(=O)O	1%	1	2%	5	-10	2	1	-0.4%	6%
O=S(=O)(N/N=C/c1cccc(OC2CSC2)c1)c1ccccc1	-22%	nt	1%	8	3	-1	2	-0.2%	2%
COc1cc(/C=C/C(=O)OC(C)C(=O)c2ccccc2)cc(OC)c1OC (centres undefined)	-10%	-18	3%	3	4	-2	4	3.2%	2%
O=C(CN1CCN(c2ccc(O)cc2)CC1)Nc1cc(S(=O)(=O)N2CCCC2)ccc1Cl	2%	-3	-2%	-17	6	-6	16	0.8%	6%
CC1CCCCC1NC(=O)CCCc1nc2ccccc2c(=O)[nH]1 (centres undefined)	-5%	-20	-3%	1	-2	0	0	0.9%	3%
Cc1ccc(C=NNC(=O)c2cc(-c3cccnc3)nc3ccccc23)o1	?	12	-5%	nt	nt	nt	nt	nt	0%
CC(C)Sc1nc2c([nH]c3ccccc32)c(=O)n1C	0%	-4	0%	20	9	0	3	2.6%	1%
COc1cc(C2/C(=C(\O)c3ccc4c(c3)OCCO4)C(=O)C(=O)N2c2nnc(C)s2)cc(OC)c1OC (centres undefined)	-2%	-16	-4%	-7	-8	-3	5	14%	-4%
CC(=O)Nc1ccc(S(=O)(=O)CC(=O)CS(=O)(=O)c2ccc(NC(C)=O)cc2)cc1	3%	8	-3%	nt	nt	nt	nt	nt	-8%
Cn1c(=O)c2cc(S(=O)(=O)NCCC(=O)NCc3ccccc3Cl)ccc2n(C)c1=O	2%	-6	-2%	-5	17	4	0	3.9%	1%
CNC(=O)c1c[nH]c2ccc(S(=O)(=O)Nc3ccccc3F)cc2c1=O	1%	3	9%	-2	-11	-5	3	15%	11%
CC(=O)Oc1ccc2c(c1)C(=O)c1ccccc1C2=O	0%	7	4%	0	-11	-8	3	4.8%	-23%
O=C(Nc1nc(-c2ccccn2)cs1)c1cccc(S(=O)(=O)N2CCOCC2)c1	-1%	12	-2%	11	-19	-2	3	0.5%	2%
COc1ccc(N(C)C(=O)c2cc3c(s2)-c2ccccc2OC3)cc1	5%	-64*	-3%	18	-8	-5	1	0.1%	-11%
COC1(NS(=O)(=O)c2ccc(Br)cc2)C(C)=CC(=O)C=C1C	0%	2	0%	-5	1	3	1	0.4%	-1%
COn1c(C)c(C(C)=O)c2c3nonc3ccc21	4%	-1	-5%	7	19	1	1	0.4%	5%
CC(=O)Nc1ccc(/C=C/C(=O)c2ccc3c(c2)OCCO3)cc1	?	-5	12%	6	-9	3	1	0.5%	?
CC(NC(=O)C1CCN(S(=O)(=O)Cc2ccccc2)CC1)c1ccccc1 (centres undefined)	0%	-19	-1%	2	4	-1	-1	-1.4%	2%
O=C(Cn1c2ncccc2c(=O)n1-c1ccccc1)NCc1ccccc1	-2%	-15	-1%	2	-2	-1	3	1.3%	-9%

# Arranged by count of non-hydrogen atoms (ascending): some entries from above
SMILES	Vif-A3G inh	RXFP1 antagonist	Glioma ERSR ind	D2 potentiator	D1 antag	D1 PAM	D1 ag	RXFP1 ag	Vif-APOBEC3F blk
CC(=O)Nc1ccc(/C=C/C(=O)c2ccc3c(c2)OCCO3)cc1	?	-5	12%	6	-9	3	1	0.5%	?
O=C(Nc1nc(-c2ccccn2)cs1)c1cccc(S(=O)(=O)N2CCOCC2)c1	-1%	12	-2%	11	-19	-2	3	0.5%	2%
COc1cc(C2/C(=C(\O)c3ccc4c(c3)OCCO4)C(=O)C(=O)N2c2nnc(C)s2)cc(OC)c1OC (centres undefined)	-2%	-16	-4%	-7	-8	-3	5	14%	-4%

# Other results:
SMILES	Vif-A3G inh	RXFP1 antagonist	Glioma ERSR ind	D2 potentiator	D1 antag	D1 PAM	D1 ag	RXFP1 ag	Vif-APOBEC3F blk
CCN(CC)C(=O)Oc1cc(=O)n(C)c2ccccc12	1%	nt	-1%	9	-2	0	3	1.2%	2%
O=C(CCCN1C(=O)/C(=C\c2cccs2)SC1=S)Nc1cc([N+](=O)[O-])ccc1O	0%	-8	-3%	-2	-22	-2	17	-0.4%	5%
CCOc1cc(-c2nc(C)c(C(C)=O)n2O)ccc1OCC(=O)Nc1ccccc1	-6%	5	-2%	25	13	7	-2	-0.3%	8%
CCCOc1ccc(CNC(=O)Cn2ncc3ccccc32)cc1	-5%	17	2%	-11	5	-7	8	0.8%	-1%
N#CC12CCCCC1CC1CCCCC1(C#N)N2Cc1ccccn1 (centres undefined)	0%	-14	-4%	11	-1	2	1	0.5%	-6%
CC(C)C(C(=O)NCc1ccco1)N(Cc1ccco1)C(=O)CNS(=O)(=O)c1ccccc1 (centres undefined)	0%	5	-5%	-10	-8	-5	2	2.0%	-3%
Cc1ccc2[nH]c3c(NCc4ccccc4)ncnc3c2c1	-7%	3	7%	-5	-51*	-8	40*	-2.2%	0%
O=C(NCCc1ccccc1)C(=O)NCc1ccncc1	0%	5	-1%	0	4	-6	4	0.2%	3%
Cc1cc(O)cc(O)c1C(=O)Cc1ccccc1	-2%	8	0%	-8	-12	-7	8	2.6%	-1%
COc1ccc([C@@H]2[C@@H]3C(=O)N(C(C)(C)C)C(=O)[C@@H]3[C@]3(C)C(=O)N(c4cccc(C)c4)C(=O)N23)cc1	0%	nt	-2%	5	12	-2	1	-0.5%	-2%
Cc1ccc(S(=O)(=O)N/N=C/c2ccccc2O)cc1[N+](=O)[O-]	0%	-7	7%	-1	19	-2	-2	1.6%	7%
COc1ccc(C)cc1Nc1n[n+](-c2ccccc2)c(-c2ccc(NC(C)=O)cc2)s1	1%	nt	-1%	5	-31*	-7	1	3.2%	-7%
CCSc1nc2sccc2c(=O)n1-c1ccccc1	-9%	?	-1%	nt	-13	2	3	-2.7%	-26%
CC(C)(C)/C(O)=C/c1nc2ccccc2oc1=O	-8%	-21	5%	2	-12	-2	15	0.1%	0%
Cc1ccccc1NC(=O)CSc1[nH]c(=O)cc(C)c1C#N	0%	nt	-2%	11	-2	2	4	1.5%	0%
COc1ccc(CNc2nc3ccccc3n2C(C)C)c(O)c1	-1%	-15	-2%	9	-19	-9	10	1.8%	2%
COc1ccccc1C(=O)NNC(=S)NC(=O)c1ccco1	-4%	6	-3%	5	-7	-1	50*	-0.6%	-13%
COc1cc(NC(=O)Cn2ncc3c2-c2ccccc2OC3)cc(OC)c1OC	1%	-5	-2%	5	-16	11	7	0.3%	13%
O=C(CSc1nnc2ccc(-c3ccccn3)nn12)N1CCCC1	2%	9	1%	nt	nt	nt	nt	nt	-4%
O=C(CC1CC2CCC1C2)N1CCN(S(=O)(=O)c2ccc(F)cc2)CC1 (centres undefined)	-1%	6	2%	nt	nt	nt	nt	nt	-1%
C=CCn1c(=O)c2ccc(C(=O)NCc3ccccc3)cc2n(Cc2ccccc2Cl)c1=O	-4%	-1	-3%	-1	12	-2	0	3.4%	-3%
COc1cccc(NC(=O)C(c2ccccc2)N2CCN(CC(=O)N3CCOCC3)CC2)c1 (centres undefined)	0%	1	5%	13	9	2	1	1.6%	-5%
CCOC(=O)/C(=N/Nc1ccc(Cl)cc1)S(=O)(=O)c1ccccc1	-2%	-15	3%	-6	-2	1	-2	-2.1%	0%
COc1ccc(C(=O)Nc2nccs2)cc1OC	0%	4	1%	9	-21	-7	0	0.0%	2%
Fc1cccc(NCc2cccn2-c2nnc(N3CCOCC3)s2)c1	-2%	nt	0%	nt	-8	-4	8	-0.3%	5%
C=CCn1c(O)c(CN2CCOCC2)c(C)c(C#N)c1=O	1%	-7	-7%	-2	0	-1	2	1.8%	7%
